Bioassay records from PubChem BioAssay.
UHRF1 MBD2 ctr: blocks human UHRF1 binding to methylated DNA. Q96T88. UHRF1 binding to methylated oligo, TR-FRET. inhibition, % at 4.4 µM. hit rate 0.75% among 370,000. AID 687016; in the data active means inhibition above about 21%;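 further: UHRF1 SRA domain binding a hemimethylated CpG hairpin DNA probe; 0% = median of test compound wells and 100% = reference inhibitor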
Target sequence (Q96T88 whole entry, looked up, the tested form may be a part): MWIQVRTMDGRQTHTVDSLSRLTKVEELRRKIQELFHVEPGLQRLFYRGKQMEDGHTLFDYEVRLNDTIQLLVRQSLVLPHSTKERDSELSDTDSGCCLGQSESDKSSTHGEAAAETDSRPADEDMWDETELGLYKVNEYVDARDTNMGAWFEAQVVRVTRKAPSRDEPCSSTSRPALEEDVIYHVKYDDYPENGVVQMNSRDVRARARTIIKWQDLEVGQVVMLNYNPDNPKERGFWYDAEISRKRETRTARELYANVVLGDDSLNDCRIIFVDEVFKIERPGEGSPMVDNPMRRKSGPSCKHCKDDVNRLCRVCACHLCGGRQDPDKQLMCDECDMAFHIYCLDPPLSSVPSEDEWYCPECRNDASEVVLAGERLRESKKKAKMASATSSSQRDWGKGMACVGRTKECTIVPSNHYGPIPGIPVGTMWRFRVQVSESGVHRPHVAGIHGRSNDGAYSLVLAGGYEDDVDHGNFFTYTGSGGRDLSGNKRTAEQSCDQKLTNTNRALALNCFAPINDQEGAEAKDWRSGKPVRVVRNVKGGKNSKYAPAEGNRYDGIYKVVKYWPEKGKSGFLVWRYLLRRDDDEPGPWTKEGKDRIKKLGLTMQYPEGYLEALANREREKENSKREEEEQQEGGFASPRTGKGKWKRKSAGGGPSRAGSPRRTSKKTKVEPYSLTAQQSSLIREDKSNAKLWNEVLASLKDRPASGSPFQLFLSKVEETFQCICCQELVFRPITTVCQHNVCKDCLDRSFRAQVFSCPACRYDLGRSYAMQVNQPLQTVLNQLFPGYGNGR
SIAE inh: human SIAE inhibition, primary screen | Q9HAT2 | SIAE FP-Rh probe binding, fluorescence polarization | inhibition, % at 9.66 µM | hit rate 0.69% among 370,000 | AID 1053197;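 active means inhibition above a cutoff: mean of compounds within the control limits plus 3 SD of those, cut at about 17% in these data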;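 further: 0% = plate median of compound wells and 100% = probe without SIAE protein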
TCR-CD3 inh: human TCR-CD3 binding inhibition. inhibition, % at 9.4 µM. TAMRA-labeled TCR probe fluorescence, biochemical. hit rate 0.37% among 360,000. AID 651800; in the data active means inhibition above about 19%;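 further: recombinant mutant TCR 2C K166C tagged with TAMRA read by polarization; 0% = receptor in buffer alone and 100% = receptor with positive control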
TDP2 inh: TDP2 (human) inhibition, absorbance primary screen | O95551 | recombinant TDP2, T5PNP hydrolysis, p-nitrophenol absorbance 415 nm | inhibition, % at 12.8 µM | hit rate 0.34% among 370,000 | AID 720702;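 active means inhibition above the mean of all tested compounds plus 3 SD, set per campaign, cut at about 25% in these data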;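 further: 0% = DMSO with enzyme and 100% = buffer with substrate but no TDP2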
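Test system: Human TDP2 enzyme | Reagent: 5 mM T5PNP | Compound dosing: 12.8 µM single point, 1% DMSO | Incubation: Enzyme reaction with compound for 2 h at 37 °C | Technique: p-Nitrophenol epi absorbance | Read-out: % inhibition relative to enzyme-containing and enzyme-free wells | Benchmarks: High control without enzyme, low control DMSO plus TDP2 | Replicates: Singlicate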
mABHD4 FP: ABHD4 (mouse) inhibition, primary FP screen; Q8VD66; hit rate 0.54% among 370,000; AID 720543; purified mABHD4, FP-Rh probe fluorescence polarization; inhibition, % at 8.92 µM;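 active means inhibition exceeding the mean over every tested compound plus 3 SD, cut at about 30% in these data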;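 further: 0% = plate median of compound wells and 100% = S159A mutant with DMSO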
Target sequence (Q8VD66 whole entry, looked up): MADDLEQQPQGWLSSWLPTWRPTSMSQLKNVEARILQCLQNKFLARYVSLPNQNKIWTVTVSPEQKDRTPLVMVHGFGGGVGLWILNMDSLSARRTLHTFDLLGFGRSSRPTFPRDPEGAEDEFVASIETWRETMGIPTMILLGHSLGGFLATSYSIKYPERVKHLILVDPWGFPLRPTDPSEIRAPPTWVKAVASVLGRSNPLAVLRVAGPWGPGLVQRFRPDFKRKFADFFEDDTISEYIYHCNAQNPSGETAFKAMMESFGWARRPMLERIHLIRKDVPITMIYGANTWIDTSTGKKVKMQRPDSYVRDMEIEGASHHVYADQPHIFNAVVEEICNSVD
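Test system: mABHD4 protein; Read-out basis: % inhibition; Incubation: 45 min + 60 min at 25 °C; Repeats: single replicate; Technique: fluorescence polarization with parallel and perpendicular emission, 525/598 nm; Compound: 8.92 µM, single dose; Benchmarks: full inhibition S159A mutant plus DMSO, zero as sample-well median.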
PG9 Ab binder: small molecules binding HIV-1 gp120 antibody PG9. AID 624416. hit rate 0.43% among 360,000. inhibition, % at 6.7 µM. TR-FRET gp120-PG9 antibody binding; in the data active means inhibition above about 8.5%
HTRA1 inh: blocks human HTRA1 serine peptidase | recombinant HTRA1, FP-rhodamine activity-based probe, fluorescence polarization | inhibition, % at 5.96 µM | hit rate 0.5% among 340,000 | AID 504803; in the data active means inhibition above about 36%;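 further: 0% = enzyme with DMSO and 100% = wells lacking enzyme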
LEDGF integ inh: blocks HIV-1 LEDGF/p75-dependent DNA integration; TR-FRET IN-LEDGF/p75 DNA integration, Eu/Cy5; inhibition, % at 3.7 µM; hit rate 0.64% among 370,000;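 active means inhibition above the screen-wide mean plus 3 SD, cut at about 13% in these data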;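 further: signal is the Cy5 over europium emission ratio at 671 and 618 nm; 0% = plate median of compound wells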
Tn7 DDE FP: disrupts Tn7 cyclic peptide binding to fibrin D-Dimer-E complex; FP displacement of FITC-Tn7 peptide from fibrin DD(E); 0% = median of compound wells per plate; inhibition, % at 8.3 µM; hit rate 0.13% among 370,000;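 active means inhibition above the mean of compounds falling within the control limits plus 3 SD of them, cut at about 14% in these data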;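 further: 0% = plate median of compound wells and 100% = 10 µM Aha-Tn7 peptide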
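Assay system: human fibrin DD(E) protein / Input: 2 µM fibrin DD(E) / Benchmarks: high control of 10 µM Aha-Tn7 peptide / Measured by: fluorescence polarization of the labelled Tn7 tracer / Medium: Tris buffer with calcium and detergent, pH 7.8 / Timing: 10 min compound pre-incubation, 3 h probe incubation at room temperature / Repeats: one replicate per compound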
PRMT1 inh: blocks human protein arginine methyltransferase 1. Q99873. recombinant PRMT1, activity-based probe fluorescence polarization. inhibition, % at 2.79 µM. hit rate 1.3% among 370,000. AID 652257;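 active means inhibition above about 21% made by adding two undisclosed values, limit read from the data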
The depositor's hits bear a star; . = no result given. This is a random part of the collection; 4.2% or so of the library scored in one or more.

SMILES	UHRF1 MBD2 ctr	SIAE inh	TCR-CD3 inh	TDP2 inh	mABHD4 FP	PG9 Ab binder	HTRA1 inh	LEDGF integ inh	Tn7 DDE FP	PRMT1 inh
COc1ccc(S(=O)(=O)N2CCCCC2)cc1NC(=O)CNc1ccccc1N1CCCC1=O	-1.6	2.8	2.5	-3.6	5.6	1.5	-5.9	0.0	2.9	-2.7
O=C(CNCC1CCCO1)N1CCCc2ccccc21 (centres undefined)	-2.2	11.4	-3.2	15.0	11.6	0.5	4.8	2.6	-0.7	-5.0
CCN(/N=C/C=C/c1ccccc1)c1cc(=O)n(C)c(=O)[nH]1	-7.5	6.9	1.4	5.2	-0.5	-5.4	5.1	-2.0	-4.6	2.0
CCCC(C(=O)Nc1cccc(S(=O)(=O)N2CCCC2)c1)c1ccccc1 (centres undefined)	-1.4	-15.8	8.4	-10.1	-16.0	-0.1	-21.5	2.7	0.8	2.4
CN1CCN(CC(=O)n2c3c(c4ccccc42)CCCC3)CC1	6.5	3.7	-3.8	29.1*	5.3	0.8	-3.8	-3.5	-6.4	3.9
C/C(=N\O)c1sc(-c2ccccc2)nc1C	8.0	-4.9	3.1	-15.7	-16.8	0.3	-3.0	0.3	1.7	1.8
O=C(CNS(=O)(=O)c1cccc(Cl)c1)Nc1ccc(-c2nc3ccccc3s2)cc1	-4.4	-24.3	1.3	2.6	-15.4	-1.6	-24.4	0.9	-9.3	-1.9
CCOC(=O)c1c(NC(=O)COC(=O)c2ccncc2)sc(C)c1C	1.8	-9.4	-2.9	-6.5	-1.6	-1.0	7.1	3.5	7.2	-3.0
Cc1cccc(C(=O)C2CCN(S(=O)(=O)c3ccc(C(=O)O)cc3)CC2)c1	0.4	-2.8	3.9	5.2	2.6	-0.8	3.1	0.2	2.7	-1.5
Cc1cc(C)nc(SCc2ccc(C(=O)N/N=C/c3ccccn3)cc2)n1	-3.2	-9.2	-2.5	-7.4	-9.5	-1.3	1.9	0.7	-0.9	1.0
O=C(O)CC1(CC(=O)Nc2ccc(Br)cc2)CCCCC1	2.9	-2.0	6.4	10.3	-2.2	0.1	-1.9	3.8	-4.5	-0.7
C=CCN1CCN(C(c2ccc(Cl)cc2)c2nnnn2CCc2ccc(OC)c(OC)c2)CC1 (centres undefined)	1.2	0.9	-3.9	-10.8	-8.6	0.0	-4.2	-1.1	-1.7	4.0
O=C(NCc1ccncc1)c1ccc(Cn2cc(C(F)(F)F)ccc2=O)cc1	-2.8	-4.1	5.2	2.4	-4.2	0.7	2.0	-0.3	-0.6	0.0
COc1ccc(CNC(=O)CC[C@H]2O[C@@H](n3cc(C)c(=O)[nH]c3=O)C[C@@H]2O)cc1	1.6	3.0	-2.5	0.1	2.3	0.1	.	-1.7	-4.8	6.8
Oc1ccccc1-c1nnco1	0.1	0.1	11.7	-0.1	0.7	-2.7	3.3	0.7	-7.3	0.6
C=CCn1c(SCC(=O)Nc2ccc(F)cc2)nnc1-c1cnccn1	0.3	0.6	-7.0	3.8	5.6	-1.3	-2.9	-0.7	-2.7	-3.0
CCOC(=O)/C(C#N)=C/C1=C(N2CCCC2)CC(C)(C)OC1	-0.8	3.5	9.2	1.5	0.8	1.9	-3.5	-2.0	-1.7	3.9
COc1ccc(CSC2=NCCN2)cc1Cl	-1.2	1.0	3.4	7.1	4.4	-1.3	0.8	-4.8	-1.9	0.0
COc1ccc(C2/C(=C(/O)c3ccccc3)C(=O)C(=O)N2CC(C)O)c(OC)c1 (centres undefined)	-4.5	-3.6	-5.7	13.3	-2.5	1.4	-2.4	1.8	-0.2	1.4
Cc1cccc(-c2nnc3sc(-c4ccccc4C)nn23)c1	4.6	-14.7	-3.1	7.0	-1.1	1.9	-17.2	3.0	-2.2	2.2
CCC(=O)Nc1ccc(/C=C(\C(C)=O)C(=O)c2ccccc2)cc1	-2.7	-3.1	0.1	14.6	1.2	0.4	-1.3	0.3	-1.6	0.1
CCOC(=O)C1=C(SCC(=O)Nc2ccccc2)NC(=O)C(C#N)C12CCCCC2 (centres undefined)	0.1	-10.2	2.5	4.7	-11.0	0.8	-15.7	1.7	1.8	0.7
CC1(C)OC1(C#N)c1ccccc1 (centres undefined)	0.8	0.0	0.4	-4.1	-6.5	-1.2	3.9	-0.7	-5.5	-0.4
COc1ccc(NC(=O)N(C)C[C@H]2Oc3ccc(NC(=O)c4ccncc4)cc3C(=O)N([C@H](C)CO)C[C@@H]2C)cc1	3.1	0.5	1.4	-1.1	-1.4	-1.1	2.4	-1.1	0.1	2.5
CC(C)c1ccc(C2OCCCO2)cc1	4.4	-6.2	-4.9	-1.7	-7.6	-0.3	5.7	-1.1	7.2	3.1

Continuation:
SMILES	UHRF1 MBD2 ctr	SIAE inh	TCR-CD3 inh	TDP2 inh	mABHD4 FP	PG9 Ab binder	HTRA1 inh	LEDGF integ inh	Tn7 DDE FP	PRMT1 inh
CC(=O)Nc1ccc(NC(=O)C(C)OC(=O)c2ccc3[nH]c(C)c(C)c3c2)cc1 (centres undefined)	-1.3	8.5	3.0	-6.2	-0.3	-1.1	-1.8	-0.5	7.9	1.0
COc1ccc(C(=O)NCCCN2CCCC2=O)cc1	-1.1	-1.0	7.7	-9.7	3.5	-1.9	-23.3	-2.6	-3.7	-1.2
C=CCOc1ccccc1CNCc1cccnc1	-2.1	6.0	3.5	3.8	0.5	-1.0	1.6	-0.9	-3.9	-3.4
CCCN(CC(=O)Nc1ccccc1OC)C(=O)c1cc2ccccc2o1	-4.2	-2.6	6.8	-0.3	-6.2	-0.1	-23.2	-1.4	3.2	-0.6
COc1cc(CN2CCc3c([nH]c4ccccc34)C2)cc(OC)c1	-0.2	4.4	6.0	4.8	3.9	-0.7	-8.2	-4.0	3.8	-1.8
C[C@H](NC(=O)C1CCN(S(=O)(=O)c2ccccc2)CC1)C(=O)NCc1ccc(Cl)cc1Cl	-0.5	-6.1	1.6	4.8	-0.6	-1.9	-13.1	-0.1	-1.5	-2.1
CCC1CCc2sc(C(=O)OCC(=O)N(CCOC)c3c(N)n(Cc4ccccc4)c(=O)[nH]c3=O)cc2C1 (centres undefined)	-1.0	6.3	1.1	0.3	4.9	2.7	-50.2	-0.2	-2.1	3.5
CCN(C(=O)Cn1c(=O)oc2ccccc21)c1cccc(C)c1	1.7	-4.8	-2.2	-15.7	1.8	-1.8	-3.5	1.4	-6.4	2.0
CN(C)C(=O)C1OC(C)(C)OC1C(=O)N(C)C (centres undefined)	10.1	-4.1	5.2	3.1	2.0	-0.5	11.3	-2.2	-5.1	-0.6
CCCNCc1cc(OC)c(OCc2ccccc2)cc1Br	1.1	-4.3	-2.1	-5.3	4.2	0.3	-0.5	-5.7	1.1	4.2
C[C@@H]1CN([C@@H](C)CO)C(=O)CCCn2nncc2CO[C@H]1CN(C)Cc1ccc(-c2ccccc2)cc1	-2.5	-5.1	1.9	-9.0	-1.6	0.7	-5.1	-0.4	9.0	1.4
COCc1cc(C)nc(SCC(=O)NCc2ccco2)c1C#N	1.1	1.4	-3.4	7.6	8.8	1.2	-1.8	-0.1	-2.5	5.0
O=C(NC1=NCCS1)c1ccc([N+](=O)[O-])cc1Cl	1.4	-5.7	3.5	-9.7	-2.6	-4.2	-1.3	1.5	-4.4	2.8
CC(On1nnc2ccc(S(=O)(=O)N3CCOCC3)cc21)C(=O)Nc1ccccc1F (centres undefined)	-0.5	-2.1	2.2	-8.2	4.0	-0.1	2.8	0.4	-1.0	-5.9
COc1ccc(C(=O)NCCc2ccc(S(N)(=O)=O)cc2)cc1OC	-1.8	-2.3	-3.2	11.0	4.1	1.2	-4.2	-0.7	8.2	-1.0
Cc1ccc(Nc2nc(N)nc(CSc3nccn3C)n2)c(C)c1	1.9	3.4	3.0	7.9	10.9	-0.4	-2.2	4.2	-2.6	3.7
COc1cccc(COc2ccccc2C2Nc3ccc(Br)cc3C(=O)N2NC(=O)c2ccncc2)c1 (centres undefined)	0.4	-10.0	-6.2	1.8	-20.3	-1.3	-61.2	1.9	-1.9	0.9
Cn1cc([N+](=O)[O-])c(C(=O)NC2CCCC2)n1	0.9	-5.4	2.4	-8.7	1.2	-0.9	3.5	0.1	-7.6	-1.8
Cc1cccc(-c2noc(CN(C)C(=O)c3ccoc3C)n2)c1	3.9	0.7	-0.1	-3.3	6.9	0.7	0.8	-5.6	-4.1	1.9
N/C(=N\OC(=O)C1CC1)c1ccc([N+](=O)[O-])s1	-1.4	7.5	5.8	6.2	7.2	-2.9	-1.1	-0.4	-2.9	-1.7
Cc1ccc(Cl)cc1NC(=O)C(=O)N1CCCCC1	-1.5	0.2	12.3	1.8	-1.0	0.5	3.6	5.4	-7.2	-2.8
CC1CCN(c2c(NCc3ccc(C(=O)NCC4COc5ccccc5O4)cc3)c(=O)c2=O)CC1 (centres undefined)	-0.8	4.5	7.8	2.9	-0.1	-2.2	-0.7	4.8	-6.1	-0.2
CCOC(=O)c1ccc(NC(=O)Cn2c(-c3nonc3N)nc3ccccc32)cc1	0.7	-19.6	-6.2	-7.3	0.9	0.5	-0.4	-4.6	0.8	3.9
CCC(C)c1ccccc1NC(=O)C(C)N(C)Cc1cccc(OC)c1 (centres undefined)	0.5	-2.9	-9.7	0.8	2.1	1.2	-14.9	-3.4	-2.0	4.5
CC(C)(C)c1ccc(OCCC(=O)NCCc2ccc(S(N)(=O)=O)cc2)cc1	2.2	-7.4	-0.5	0.0	-1.0	-1.9	-1.9	1.1	-3.2	-2.0
CC1(O)c2ccccc2C(=O)N1Cc1ccccc1 (centres undefined)	1.3	3.9	1.2	-6.9	1.4	0.1	2.4	-0.6	-4.2	-0.8
COc1ccc(Cl)cc1C(=O)OCC(=O)Nc1sccc1C(N)=O	0.1	-7.3	-3.3	-3.1	4.4	2.8	-5.6	-5.1	12.5	3.2

4 structures from above, arranged by SMILES length, highest first:
SMILES	UHRF1 MBD2 ctr	SIAE inh	TCR-CD3 inh	TDP2 inh	mABHD4 FP	PG9 Ab binder	HTRA1 inh	LEDGF integ inh	Tn7 DDE FP	PRMT1 inh
C[C@@H]1CN([C@@H](C)CO)C(=O)CCCn2nncc2CO[C@H]1CN(C)Cc1ccc(-c2ccccc2)cc1	-2.5	-5.1	1.9	-9.0	-1.6	0.7	-5.1	-0.4	9.0	1.4
CCCN(CC(=O)Nc1ccccc1OC)C(=O)c1cc2ccccc2o1	-4.2	-2.6	6.8	-0.3	-6.2	-0.1	-23.2	-1.4	3.2	-0.6
Cc1ccc(Cl)cc1NC(=O)C(=O)N1CCCCC1	-1.5	0.2	12.3	1.8	-1.0	0.5	3.6	5.4	-7.2	-2.8
C=CCOc1ccccc1CNCc1cccnc1	-2.1	6.0	3.5	3.8	0.5	-1.0	1.6	-0.9	-3.9	-3.4
